# Source: PubChem BioAssay (several laboratories)
# TAAR1 ag – agonists of human TAAR1 | 360,000 compounds, 0.99% hits | AID 624467 | activation, % at 3 µM | CHO RD-HGA16 TAAR1, Fluo-8 calcium fluorescence; vehicle wells 0%, saturating PEA agonist 100% | Q96RJ0;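 active means activation above the mean activation of all test compounds in the run plus 3 SD, cut at about 38% in these data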
#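 Assay system – CHO-derived RD-HGA16 cells with stable Gα16 and human TAAR1 · Compound dosing – one-point dosing at 3 µM (nominal) · Incubation – 17-24 h seeding, 75 min 37 °C dye, 30 min RT · Measured by – kinetic Fluo-8 calcium fluorescence · Control set – DMSO vehicle as 0%, PEA at EC100 as 100% · Repeats – single well for each compound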
# CRFBP-R2 block – CRF-BP/CRF-R2 complex antagonism; HEK293 CRF-R2/CRF-BP, CRF-induced calcium fluorescence; inhibition, % at 11.8 µM; 350,000 compounds, 0.59% hits;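 active means inhibition of the ligand-induced calcium signal above about 50% at the single tested concentration, limit read from the data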
# M4 PAM – positive allosteric modulators of human muscarinic M4 receptor; activation, % at 3 µM; 360,000 compounds, 0.4% hits; P08173; CHO-K1 hM4/Gqi5, Fluo-8 calcium fluorescence, ACh EC20; 0% = ACh EC20, 100% = maximal ACh;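 active means activation above its plate's cutoff, the mean activation of sample wells plus 3 SD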; further: some results filed as inactive read as strong as hits
# Target sequence (P08173 whole entry, looked up): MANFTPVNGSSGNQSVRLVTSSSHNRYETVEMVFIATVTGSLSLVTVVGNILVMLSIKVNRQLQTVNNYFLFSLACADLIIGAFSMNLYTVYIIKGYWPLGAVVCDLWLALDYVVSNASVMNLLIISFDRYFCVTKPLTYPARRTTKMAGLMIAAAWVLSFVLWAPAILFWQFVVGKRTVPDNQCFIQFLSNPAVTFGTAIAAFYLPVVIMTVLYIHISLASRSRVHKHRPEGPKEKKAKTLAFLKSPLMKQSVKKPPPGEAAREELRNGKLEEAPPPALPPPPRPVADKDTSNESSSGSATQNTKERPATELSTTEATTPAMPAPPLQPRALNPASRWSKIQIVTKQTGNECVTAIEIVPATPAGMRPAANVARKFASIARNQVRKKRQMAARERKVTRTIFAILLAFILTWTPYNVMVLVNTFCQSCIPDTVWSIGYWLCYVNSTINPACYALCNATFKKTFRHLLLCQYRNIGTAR
# M5 ag – CHRM5 agonism in calcium assay. CHO-K1 hM5 cells, Fluo-8 calcium fluorescence; 0% DMSO wells, 100% maximal acetylcholine response. P08912. activation, % at 3 µM. 360,000 compounds, 0.19% hits;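 active means activation above the run's mean over test compounds plus 3 SD, cut at about 23% in these data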;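 further: signal is peak over basal fluorescence ratio across the kinetic read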
# Target sequence (P08912 whole entry, looked up): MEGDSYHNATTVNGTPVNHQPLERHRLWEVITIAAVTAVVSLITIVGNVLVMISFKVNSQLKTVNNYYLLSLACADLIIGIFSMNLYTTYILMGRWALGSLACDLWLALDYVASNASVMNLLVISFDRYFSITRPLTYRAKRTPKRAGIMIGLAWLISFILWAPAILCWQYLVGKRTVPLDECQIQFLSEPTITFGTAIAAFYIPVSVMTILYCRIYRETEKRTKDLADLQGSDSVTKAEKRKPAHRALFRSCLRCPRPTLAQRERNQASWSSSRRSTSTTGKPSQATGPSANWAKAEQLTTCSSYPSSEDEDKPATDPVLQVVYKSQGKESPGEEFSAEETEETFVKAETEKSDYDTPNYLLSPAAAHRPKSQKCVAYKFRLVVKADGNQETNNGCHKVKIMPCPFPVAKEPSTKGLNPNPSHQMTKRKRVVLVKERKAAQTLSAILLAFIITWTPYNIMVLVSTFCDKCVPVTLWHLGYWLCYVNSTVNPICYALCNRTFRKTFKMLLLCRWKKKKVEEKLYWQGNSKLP
# TAAR1 antagonist – human TAAR1 antagonism. CHO RD-HGA16 TAAR1, Fluo-8 calcium fluorescence, antagonist. inhibition, % at 3 µM. 360,000 compounds, 1.5% hits;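 active means inhibition above a per-plate cutoff, the mean inhibition of test compounds on that plate plus 3 SD, cut at about 49% in these data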;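 further: 0% = DMSO plus EC80 beta-PEA response and 100% = DMSO alone without agonist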
#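 Material: CHO RD-HGA16 cells bearing hTAAR1; compound dosing: one-point dosing, 3 µM nominal final; schedule: dye loading 75 min at 37 °C, then 30 min room temperature; measured by: calcium fluorescence with Fluo-8; control set: vehicle and agonist controls; replication: n of 1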
# M5 PAM – potentiates acetylcholine response at human M5 receptor; 360,000 compounds, 0.3% hits; P08912; activation, % at 3 µM; CHO-K1 hM5, Fluo-8 calcium, ACh EC20 PAM; 0% = ACh EC20, 100% = ACh EC100;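 active means activation above the run cutoff, the mean activation of all test compounds plus 3 SD, cut at about 18% in these data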
#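 Probe or stimulus: acetylcholine, EC20 level; Assay system: human M5 receptor in CHO-K1 cells; Schedule: compound preincubation 140 s before EC20 acetylcholine addition; Technique: intracellular calcium via Fluo-8 fluorescence; Dosing: single-point, 3 µM nominal; Read-out basis: percent activation from peak-over-basal fluorescence ratio, scaled EC20-to-EC100 acetylcholine; Repeats: one well per compound, no replicates.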
# CRFBP-R2 agonist – CRF-BP/CRF-R2 complex agonism | HEK293 CRF-R2/CRF-BP, calcium dye fluorescence (FLIPR); percent of saturating CRF peptide response | activation, % at 13.2 µM | 350,000 compounds, 0.46% hits | AID 588473;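 active means activation of at least 50%, plus an integration ratio under a set limit after plate pattern correction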;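 further: plate controls were neutral control wells without compound for no effect and CRF at EC100 for full effect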
# CHO-K1 Ca PAM – nonselective activator or artifact in parental CHO-K1 calcium assay; ATP EC20, Fluo-8 calcium fluorescence; 0% at ATP EC20, 100% at ATP max; activation, % at 3 µM; 360,000 compounds, 0.02% hits;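 active means activation above the run cutoff, the mean activation of all test compounds plus 3 SD, cut at about 40% in these data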;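 further: peak over basal fluorescence ratio in a 140 s read after ATP addition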
# M5 antag – blocks acetylcholine activation of human M5 receptor. P08912. CHO-hM5 cells, Fluo-8 calcium fluorescence, ACh EC80. inhibition, % at 3 µM. 360,000 compounds, 0.59% hits. AID 624040;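 active means inhibition above a per-plate cutoff, the mean of that plate's test compounds plus 3 SD, cut at about 27% in these data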;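 further: 0% = acetylcholine EC80 with DMSO and 100% = DMSO without agonist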
# Starred values were filed as active, the others as inactive; . = not tested or not shown.
SMILES,TAAR1 ag,CRFBP-R2 block,M4 PAM,M5 ag,TAAR1 antagonist,M5 PAM,CRFBP-R2 agonist,CHO-K1 Ca PAM,M5 antag
COc1ccc(CN2CCCC(CO)(Cc3ccc(F)cc3F)C2)cc1 (stereo not given),4.8,-7.4,-7.9,-9.7,-4.3,10.3,0.3,10.8,-3.1
CN(C)CCCN(C(=O)c1ccc(S(=O)(=O)N2CCCCCC2)cc1)c1nc2ccc(Br)cc2s1,58.3*,-34.5,-2.7,-6.7,44.7,-3.5,34.2,-14.2,7.1
C=C1CCN(c2ccc(C(=O)NCc3ccc(OC)cc3)cc2[N+](=O)[O-])CC1,14.5,23.0,11.6,-2.9,33.0,-2.4,-3.4,7.6,8.6
O=C(O)C(Cc1c[nH]c2ccccc12)NS(=O)(=O)c1ccc(Cl)cc1 (stereo not given),1.0,13.8,4.7,-0.6,13.2,2.0,-0.1,29.0,0.9
Cc1nnc(Sc2cc(C(=O)NC3CC3)c3ccccc3n2)s1,0.8,10.5,-11.3,-0.6,5.7,-6.8,2.9,-11.3,16.1
N#Cc1nc(Cc2ccccc2)oc1N1CCN(c2ccccc2)CC1,4.5,2.0,-7.1,-0.4,30.2,-10.4,-0.4,-11.9,5.7
Cc1cc2nc(C)c(Cc3ccccc3)c(=O)n2[nH]1,5.9,-2.5,8.9,-0.8,-4.7,0.2,-1.2,18.9,8.3
C=CCn1c(N)c(C(=O)NCCC2=CCCCC2)sc1=S,10.9,-38.8,7.1,-0.6,-12.7,3.9,-0.4,12.5,-1.6
Cc1ccccc1NC(=O)c1cccc(N2C(=O)C3CCC(C)CC3C2=O)c1 (stereo not given),-0.2,-7.5,-5.5,4.5,7.5,0.3,0.1,9.1,-1.0
CN(C(=O)c1cccc(NC(=O)Cc2cccc(NC(=O)C3CCCN(C(=O)c4ccccc4)C3)c2)c1)C1CC1 (stereo not given),-0.7,5.5,5.3,0.9,-20.7,0.6,-0.2,11.3,0.5
Cc1ccccc1C(=O)N1CCC(C(=O)Nc2sccc2C(N)=O)CC1,3.4,-1.9,-2.9,4.6,-9.0,-9.4,-1.3,-1.1,8.5
CCN1CCN(C(c2ccccn2)c2c(NC(=O)c3ccccc3)sc(C)c2C)CC1 (stereo not given),11.5,-4.4,-5.1,-2.1,-6.3,-6.8,2.9,-3.5,0.8
CCOC(=O)c1cnc(SCC(=O)Nc2ccc(N3CCOCC3)c(Cl)c2)nc1N,3.4,8.2,6.6,3.5,-9.5,2.6,2.3,-0.9,-7.9
CCn1c2ccccc2c2cc(NC(=O)c3ccc(Br)o3)ccc21,0.7,-16.6,7.8,-1.6,5.4,-3.5,5.7,-1.8,6.3
Cc1ccc(C2(c3ccc(C)cc3)NC(=O)N(CC(=O)NCCCN3CCCC3=O)C2=O)cc1,1.6,-1.3,12.6,-2.1,6.8,1.3,0.3,3.3,0.8
Cc1ccc(/C(O)=C2\C(=O)C(=O)N(CC(C)O)C2c2ccccn2)cc1 (stereo not given),1.2,-1.3,-5.3,-1.7,-5.5,0.7,-1.7,2.3,5.8
CCCCCOC(=O)Cn1c(N2CCCCCC2)nc2c1c(=O)[nH]c(=O)n2C,-3.7,-11.6,3.5,-2.8,-16.4,1.0,-0.2,7.3,-5.1
O[C@H]1C[C@H](c2ccccc2)N(CC2CCCCC2)C[C@@H]1n1cc(-c2ccc(F)cc2)nn1,3.8,-6.9,-1.4,-0.1,-23.4,1.6,3.8,-3.5,-6.2
Fc1cccc(CN2CCSCC2)c1,3.1,6.2,0.4,1.2,-2.1,0.7,0.2,2.5,6.5
CCc1noc(C)c1C(=O)N1CCN(S(=O)(=O)c2c(C)c(C)cc(C)c2C)CC1,0.0,6.4,2.5,1.2,-11.6,1.3,-1.4,3.9,5.6
CC(C)n1nc(C(=O)Nc2ccccc2N2CCOCC2)c2ccccc2c1=O,0.0,-32.8,6.6,-0.6,20.1,-2.8,2.8,20.0,5.2
CCN(CC)S(=O)(=O)c1cccc(C(=O)OCC(=O)NCCN2C(=O)CSC2=O)c1,1.4,0.8,3.0,2.7,-9.3,-4.3,-0.5,6.8,12.6
C=C1[C@@H](O)[C@H](Cc2ccccc2)N(Cc2ccccc2Br)S1(=O)=O,0.3,-11.4,8.5,-2.8,19.6,1.0,-0.1,7.3,5.8
Cc1cccc(C)c1N(CC(=O)N(C)Cc1ccccc1)S(C)(=O)=O,4.6,-5.2,-3.6,0.0,15.2,-4.0,-0.4,3.4,2.9
COc1ccc(OC)c(CNc2c(C=O)c(=O)[nH]c3ccccc23)c1,1.5,13.8,-4.7,-8.9,7.6,1.9,-1.0,26.0,-0.5
Fc1ccc(OCc2nc(-c3ccc(Br)o3)no2)c(F)c1,2.3,11.4,4.3,-3.1,14.5,-6.4,-0.4,10.6,4.8
COc1ccc(N(CC(=O)NCc2ccc(F)cc2)C(=O)Cn2nnc(-c3ccc(C)o3)n2)cc1OC,3.6,-7.7,-2.1,0.1,8.1,-0.6,1.1,-15.6,8.8
CCCCN1C(=O)C(CC(=O)NCC2CCCCC2)CC(C(=O)N(C(C)C)C(C)C)=C1C (stereo not given),-2.2,-6.0,5.5,-1.2,-14.7,4.0,-0.5,8.3,-2.0
Cc1cc(N2CCOCC2)nc2ccc(NC(=S)N3CCN(c4ccccc4)CC3)cc12,0.8,28.7,5.7,0.8,2.8,-4.7,5.4,5.5,1.9
COc1ccc(N2CCN(CCCNC(=O)CN3CCN(Cc4ccccc4C)C3=O)CC2)cc1,-0.7,56.2*,-6.0,-1.1,-1.1,-3.2,5.7,12.4,0.3
CCN(CC)C(=O)CN(C#N)c1nc(C)cc(C)n1,2.2,-10.3,5.0,-2.2,-5.9,8.0,-0.7,-13.4,1.7
CN(C)/C=N/c1nc2nccc(-c3cccc(Cl)c3)n2n1,0.4,-6.1,6.7,-2.6,-10.2,-1.0,1.1,8.9,-2.2
CCN(CC)c1ccc2nc3ccccc3[n+](CC)c2c1,.,11.1,-14.0,-21.7,.,6.0,0.5,15.6,-5.3
O=C(/C(=N/O)c1ccccc1)c1ccccc1,-2.8,4.0,2.5,-7.0,-8.9,8.1,-0.2,15.1,-1.8
COc1ccc(C(C)=O)cc1Cn1nc(C)c([N+](=O)[O-])c1C,1.3,11.2,-1.3,3.1,4.1,5.1,0.4,9.7,1.8
CCC(Sc1nncn1C)C(=O)Nc1ccccc1OC (stereo not given),12.1,-11.4,4.3,0.8,4.3,-1.8,-0.5,13.5,-5.6
CC1=C(C(=O)OCC(C)C)C(c2ccc(Br)s2)NC(=O)N1 (stereo not given),12.3,-34.6,-1.2,-6.9,14.4,7.4,0.1,3.6,-12.8
Cc1ccc(C23CC4CC(CC(C(=O)N5CCOCC5)(C4)C2)C3)cc1,4.1,-2.2,-4.7,3.9,-10.1,-3.8,-0.4,16.3,0.8
COc1ccccc1CNC(=O)CCC(=O)Nc1nnc(C)s1,2.3,-5.9,2.5,-4.8,3.4,-13.1,0.3,0.2,0.2
O=C(O)c1ccc(Sc2ccccn2)c([N+](=O)[O-])c1,3.2,-12.8,11.0,-0.5,-0.9,16.1,-1.9,3.9,-4.7
CC(=O)N/C(=C\c1ccc(C)o1)C(=O)NCc1ccccc1,-0.9,4.5,4.2,5.4,-13.1,6.0,-1.6,-7.8,-5.2
CN(CC(=O)Nc1ccccc1C(F)(F)F)C(=O)c1cc(-c2cccs2)nn1-c1ccccc1,0.3,5.1,-2.8,1.3,30.2,-5.1,-0.3,-7.9,4.3
CC(C)(C)c1ccc(/C=N/NC(=S)NC2CCCCC2)cc1,-0.6,-3.7,-9.6,-2.4,20.2,-4.2,-2.2,16.4,5.1
CCNC(=O)Nn1c(-c2ccccc2)nc2ccccc2c1=O,7.9,-6.9,0.4,0.4,3.1,-5.8,-1.4,-8.5,0.9
O=C(Nc1ccsc1C(=O)N1CCCCCC1)c1ccccc1,9.9,-3.7,2.1,0.4,5.1,0.1,-0.4,-3.6,3.6

# Some of these compounds in order of number of heavy atoms, lowest first.
SMILES,TAAR1 ag,CRFBP-R2 block,M4 PAM,M5 ag,TAAR1 antagonist,M5 PAM,CRFBP-R2 agonist,CHO-K1 Ca PAM,M5 antag
O=C(/C(=N/O)c1ccccc1)c1ccccc1,-2.8,4.0,2.5,-7.0,-8.9,8.1,-0.2,15.1,-1.8
CCC(Sc1nncn1C)C(=O)Nc1ccccc1OC (stereo not given),12.1,-11.4,4.3,0.8,4.3,-1.8,-0.5,13.5,-5.6
CC(=O)N/C(=C\c1ccc(C)o1)C(=O)NCc1ccccc1,-0.9,4.5,4.2,5.4,-13.1,6.0,-1.6,-7.8,-5.2
COc1ccccc1CNC(=O)CCC(=O)Nc1nnc(C)s1,2.3,-5.9,2.5,-4.8,3.4,-13.1,0.3,0.2,0.2
Cc1ccc(C23CC4CC(CC(C(=O)N5CCOCC5)(C4)C2)C3)cc1,4.1,-2.2,-4.7,3.9,-10.1,-3.8,-0.4,16.3,0.8
CN(CC(=O)Nc1ccccc1C(F)(F)F)C(=O)c1cc(-c2cccs2)nn1-c1ccccc1,0.3,5.1,-2.8,1.3,30.2,-5.1,-0.3,-7.9,4.3

# Remaining list, next part.
SMILES,TAAR1 ag,CRFBP-R2 block,M4 PAM,M5 ag,TAAR1 antagonist,M5 PAM,CRFBP-R2 agonist,CHO-K1 Ca PAM,M5 antag
COc1ccc(OCc2cc(C(=O)N3CCCC(O)C3)no2)c2ccccc12 (stereo not given),4.2,1.2,-3.1,0.5,10.1,0.3,-0.7,-2.6,5.2
O=C(NC1CCCCC1)Oc1cc2oc(=O)sc2cc1Br,7.4,-11.4,6.6,1.9,-64.6,0.0,-0.6,11.4,7.7
Cc1csc(N(C)C(=O)CSc2nnc(COc3cccc4ccccc34)o2)n1,-2.1,36.7,0.8,2.1,0.2,1.5,-1.0,60.9*,-4.1
CCOc1cc(CNCCO)ccc1OCC(=O)NC(C)(C)C,11.2,-6.8,9.8,-0.3,-11.8,8.0,1.6,-3.8,-5.8
Clc1nc2ccccc2cc1/C=N/Nc1nc2ccccc2[nH]1,3.4,3.1,-2.6,-2.9,-2.6,-5.1,-1.0,4.9,14.1
CCS(=O)(=O)N1Cc2cc(C(=O)NCCOC)nc(-c3cccc(-c4ccncc4)c3)c2[C@@H]1CCO,-0.1,.,7.8,2.8,-4.6,-3.3,.,11.9,-8.1
COc1ccc(N2CCN(C(=O)c3cc(=O)c4cc(Cl)ccc4o3)CC2)cc1,4.9,1.5,-7.8,2.6,1.4,-13.5,-2.6,-4.8,13.0
CCn1cc(/C=C2/SC(=S)NC2=O)c(C)n1,2.7,13.4,0.6,0.2,-4.3,-0.1,-1.6,17.0,-9.7
O=C(NCc1ccc2c(c1)OCO2)c1ccc(CS(=O)(=O)c2cccc(C(F)(F)F)c2)o1,4.1,22.8,-3.5,-0.2,13.5,-3.4,0.6,5.7,3.0
